Source: PubChem BioAssay
USP1-UAF1 inh: inhibitors of human USP1/UAF1 deubiquitinase. 390,000 compounds, 0.23% hits. Potency, µM (doses to about 57.1 µM), without a hit: at the highest dose activity change, negative = inhibition, actives largely listed as inhibitors. O94782. recombinant USP1/UAF1, Ub-Rhodamine cleavage fluorescence. AID 743255; note: potency is the fitted concentration of half-maximal effect; % is set by controls: 0 for no effect and ±100 for the full control effect; nearly all actives have a fitted effect of over 60% in size; inactives centre near -12
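USP1/UAF1 complex at 1 nM was preincubated with compound for 15 min at room temperature, then Ub-Rho substrate (150nM final) was added. Fluorescence (480/540 nm) was read kinetically, 6 reads every 60 seconds.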
Vif-APOBEC3F blk: blocks the Vif interaction with APOBEC3F; HeLa A3F-eYFP + Vif (tagged APOBEC3F with the HIV-1 protein that degrades it), YFP fluorescence increase; Potency, µM (highest dose often 46.1 µM), without a hit: at the highest dose activity, negative = active; 390,000 compounds, 0.2% hits; AID 602313; note: potency is the fitted concentration of half-maximal effect; % of control where 0% means no effect; nearly all actives have a fitted effect of over 65% in size
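Fluorescence increase (Ex 488/Em 500-530) after overnight compound treatment at 37 deg C flags inhibition of Vif-driven A3F-eYFP loss in stable HeLa A3F-eYFP/Vif cells seeded overnight beforehand.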
TrxR1 inh: blocks rat thioredoxin reductase 1; 390,000 compounds, 1% hits; recombinant rTrxR1, NADPH fluorescence consumption, selenite substrate; O89049; Potency, µM (titrated, usually from 114 µM), without a hit: at the top dose activity change, negative = inhibition, usual class: inhibitors; AID 588453; note: potency is the fitted concentration of half-maximal effect; % is set by controls: 0 for no effect and ±100 for the full control effect; nearly all actives have a fitted effect of over 65% in size
Target sequence (O89049 whole entry, looked up): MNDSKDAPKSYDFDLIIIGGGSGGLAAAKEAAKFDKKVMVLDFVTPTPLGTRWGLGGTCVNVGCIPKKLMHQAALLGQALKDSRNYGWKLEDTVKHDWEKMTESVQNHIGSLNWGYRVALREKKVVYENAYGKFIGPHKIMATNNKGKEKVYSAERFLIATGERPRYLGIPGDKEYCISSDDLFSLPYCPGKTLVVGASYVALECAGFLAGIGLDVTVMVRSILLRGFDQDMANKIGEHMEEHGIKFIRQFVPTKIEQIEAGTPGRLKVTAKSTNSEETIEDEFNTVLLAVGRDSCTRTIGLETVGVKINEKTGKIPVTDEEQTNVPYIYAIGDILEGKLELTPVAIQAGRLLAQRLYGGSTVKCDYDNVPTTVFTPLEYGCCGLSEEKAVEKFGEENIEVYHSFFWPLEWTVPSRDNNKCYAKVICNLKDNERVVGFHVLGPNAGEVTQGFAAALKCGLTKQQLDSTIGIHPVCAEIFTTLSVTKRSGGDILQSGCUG
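Rat TrxR1 (90 nM in the dispensed reagent) was pre-reduced with 400 uM NADPH for 5 min at room temperature, then incubated with compound for 15 min. After 400 uM selenite was added, NADPH fluorescence (Ex 340/Em 450 nm) was followed for 8 min.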
Glioma ERSR ind: ER stress response induction in glioma | Potency, µM, for inactives: at the top dose activation, actives largely listed as activators | U87-MG GRP78 promoter luciferase reporter, 16 h | 420,000 compounds, 0.02% hits | AID 602332; note: potency is the fitted concentration of half-maximal effect; series mostly up to about 76 µM; % of control where 0% means no effect; nearly all actives have a fitted effect of over 35% in size
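ERSR induction read as luciferase luminescence (Bright-Glo, 10 min at room temperature) in stably transfected human U87-MG glioma cells exposed to compounds for 16 h, using GRP78 as sensor.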
TrxR1 substrate: rat thioredoxin reductase 1 substrate activity; Potency, µM (doses to about 114 µM), for the others: at the highest dose activity change, negative = substrate turnover; O89049; 390,000 compounds, 0.01% hits; purified TrxR1 substrate turnover, NADPH consumption readout; note: potency is the fitted concentration of half-maximal effect; % is set by controls: 0 for no effect and ±100 for the full control effect; nearly all actives have a fitted effect of over 50% in size
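Rat TrxR1, dispensed at 90 nM, was prereduced with 400 uM NADPH (final) for 5 min at ~22 deg C, then incubated with compound 15 min before 400 uM selenite. A first-read NADPH fluorescence drop versus no-compound background flagged substrates.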
LDHA inh: inhibitors of human lactate dehydrogenase A; P00338; purified LDHA, NADH/diaphorase-resazurin fluorescence; hits give low values; activity change, % (values are at about 110 or 230 µM); 480,000 compounds, 0.15% hits; in the data active = activity change below about -30%; inconclusive = mostly about -25% to -30%;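 note: plate controls were DMSO wells for no effect and wells without enzyme for full effect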
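Resorufin fluorescence (ex540/em590), read at 0 and 20 min after diaphorase/resazurin addition, reports the NADH left after a 5 min room-temperature reaction of 2 nM human LDH5 with 0.06 mM NADH and 0.2 mM pyruvate.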
RGS4 inh: blocks human RGS4-accelerated GTP hydrolysis; P49798; Transcreener GDP fluorescence polarization, RGS4-accelerated GTP hydrolysis; Potency, µM (doses to about 114 µM), without a hit: top-dose activity change, negative = inhibition, hits mostly inhibitors; AID 504845; 390,000 compounds, 0.039% hits; note: potency is the fitted concentration of half-maximal effect; % is set by controls: 0 for no effect and ±100 for the full control effect; nearly all actives have a fitted effect of over 75% in size; some results filed as inactive show a strong effect at the top dose
Target sequence (P49798 whole entry, looked up): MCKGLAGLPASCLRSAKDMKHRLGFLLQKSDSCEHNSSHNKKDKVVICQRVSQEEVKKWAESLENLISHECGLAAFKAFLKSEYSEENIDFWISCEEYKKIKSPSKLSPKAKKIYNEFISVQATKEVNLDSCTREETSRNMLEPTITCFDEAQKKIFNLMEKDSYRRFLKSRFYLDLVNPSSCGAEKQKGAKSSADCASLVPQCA
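MLSMR compounds (23 nl, pin-transferred) preincubated 10 min at room temperature with a 500nM (2x) first reagent, then RGS4 at 900nM (2x) plus Transcreener GDP mix added; fluorescence polarization (620/688 nm) read before and after 90 min at 30 °C.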
mIDH1 inhibitor: inhibitors of human mutant IDH1 R132H; Potency, µM (doses to about 76.6 µM), for inactives: at the highest dose activity change, negative = inhibition, hits mostly inhibitors; 390,000 compounds, 0.093% hits; IDH1-R132H enzyme, NADPH consumption, diaphorase/resazurin fluorescence; note: potency is the fitted concentration of half-maximal effect; % is set by controls: 0 for no effect and ±100 for the full control effect; nearly all actives have a fitted effect of over 65% in size
Target sequence (O75874 whole entry R132H, stated change not applied): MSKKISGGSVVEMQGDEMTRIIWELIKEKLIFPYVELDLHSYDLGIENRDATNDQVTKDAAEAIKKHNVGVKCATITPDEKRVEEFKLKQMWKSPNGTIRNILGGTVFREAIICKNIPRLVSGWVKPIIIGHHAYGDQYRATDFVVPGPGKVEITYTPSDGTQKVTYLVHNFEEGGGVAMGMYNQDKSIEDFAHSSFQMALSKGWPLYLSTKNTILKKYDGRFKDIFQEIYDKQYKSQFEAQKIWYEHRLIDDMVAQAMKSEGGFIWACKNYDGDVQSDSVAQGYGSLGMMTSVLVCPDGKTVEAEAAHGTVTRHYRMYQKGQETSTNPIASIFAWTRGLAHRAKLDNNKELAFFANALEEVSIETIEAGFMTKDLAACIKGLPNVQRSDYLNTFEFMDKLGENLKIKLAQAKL
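IDH1-R132H (0.5 ug/mL) preincubated 30 min with compound, then NADPH (0.016 mM) and alpha-KG (2 mM) added; 80 min at RT, pH 7.5. Remaining NADPH coupled via diaphorase/resazurin to fluorescence (540/590 nm); concentration-response curves normalized to no-enzyme control.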
Vif-APOBEC3G blk: blocks the Vif interaction with human APOBEC3G; Q9HC16; HeLa A3G-eYFP + Vif (tagged APOBEC3G with the HIV-1 protein that degrades it), YFP fluorescence, overnight; Potency, µM (doses to about 46.1 µM), for inactives: at the top dose activity, negative = active, hits mostly inhibitors; 410,000 compounds, 0.076% hits; AID 602310;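 note: potency is the fitted concentration of half-maximal effect; % is set by controls: 0 for no effect and ±100 for the full control effect; nearly all actives have a fitted effect of over 60% in size; hits raise eYFP signal because A3G escapes Vif-driven loss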
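HeLa cells stably expressing Vif and C-terminally eYFP-tagged A3G, seeded overnight at 37 deg C, then exposed to compound by pintool overnight at 37 deg C. Rise in yellow fluorescence (Ex 488/Em 500-530, Acumen) marks blocked Vif-driven A3G degradation.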
* marks the source's active call; other numbers are inactive results; ? = inconclusive; nt = no result given; [ ] = remark or other dose. Unless noted, calls come from the whole dose curve; as a rule, active = well fitted curve in the direction sought with a large enough effect; inconclusive = small, poorly fitted or top-dose-only effect, or another doubt; inactive = no such curve, though single readings can be large; an effect the other way counts as inactive or inconclusive. Only part of the results is shown. The share of hits here may be higher or lower than overall.

Below each compound: USP1-UAF1 inh, Vif-APOBEC3F blk, TrxR1 inh, Glioma ERSR ind, TrxR1 substrate, LDHA inh, RGS4 inh, mIDH1 inhibitor, Vif-APOBEC3G blk
> COC(=O)CCC(=O)N1CCCC(CNS(=O)(=O)c2ccc(OC)cc2)C1 (stereo not drawn)
    -21%, -6%, 5%, -1%, -2%, -9, -1%, -6%, -1%
> Oc1ccccc1Nc1nc(NCc2ccco2)c2ccccc2n1
    -20%, -2%, 8%, -3%, 5%, 0, -36%, 6%, -1%
> CCCC(C(=O)NC(C)(C)CC)N(Cc1ccco1)C(=O)CNS(=O)(=O)c1ccccc1 (stereo not drawn)
    -1%, 0%, 17%, -3%, -2%, -9, 9%, -7%, 0%
> Cc1ccc(N2C(=O)[C@@H]3[C@H](C2=O)C2c4ccccc4C=CN2[C@@H]3C(=O)c2ccco2)cc1 (stereo partly drawn)
    16µM*, 0%, ?, 16%, -19%, 17, -28%, 0%, -12%
> CCc1ccc(NS(=O)(=O)c2ccc3oc(=O)ccc3c2)cc1
    -16%, -5%, 13%[57.1 µM], -7%, -13%, 0, -10%, 6%, 3%
> COc1ccc(C)cc1S(=O)(=O)Nc1ccncc1
    1%, ?, 10%, -3%, 5%[57.1 µM], 0, -7%, 1%, -5%
> CN1CCN(C(=S)NC(=O)c2ccc(-c3ccccc3)cc2)CC1
    -3%, ?, -5%, 2%, 0%, 0, -23%, -1%, 4%
> CN1CCN(C2CCN(c3cccc(Cl)c3)CC2)CC1CCO (stereo not drawn)
    -18%, -1%, -35%, -2%, 4%, 2, 14%, 6%, -1%
> COc1ccccc1CN(Cc1ccco1)S(=O)(=O)c1ccc(-n2cnnn2)c(OC)c1
    -16%, 0%, 7%, -4%, -9%, -2, -13%, 1%, -1%
> COCCNC(=O)CCc1nnc(Cc2ccc(-c3ccccc3)cc2)o1
    -8%, -6%, 20%, -5%, 0%, -2, -12%, -8%, 3%
> CC(=O)Nc1ccc(Sc2ncnc3scc(-c4ccccc4)c23)cc1
    -26%, 1%, 76%[activator], -6%, 5%, -6, -26%, -8%, 0%
> CCCc1cc(=O)[nH]c(SCCOC(=O)c2ccccc2)n1
    -12%, -8%, 6%, -2%, 2%, -6, 24%, 4%, 5%
> CCCCCCC1CCC(C(=O)NC(CCSC)C(=O)NC(C(=O)OC)C(C)C)CC1 (stereo not drawn)
    -13%, -2%, 0%, -6%, -5%, -2, -11%, 4%, 0%
> COCCCNC(=O)C1CCC(Cn2c(=O)c3sccc3n(Cc3ccc(F)cc3)c2=O)CC1 (stereo not drawn)
    -17%, 2%, 34%[activator][57.1 µM], -1%, 14%[57.1 µM], -7, -26%, -8%, 0%
> CCc1ccccc1NC(=O)CSc1nc2c(oc3ccccc32)c(=O)n1-c1ccccc1
    ?, 6%, 20%, 2%, 4%, -3, 6%, 13%, 1%
> CCCCn1ccnc1C(=O)c1cccc(S(=O)(=O)N2c3ccccc3CC2C)c1 (stereo not drawn)
    -23%, -7%, -2%[57.1 µM], -1%, 8%[57.1 µM], -2, -15%, 1%, 0%
> O=C(Cn1cc(C(=O)c2ccco2)c2ccccc21)Nc1ccccc1Cl
    -3%, -3%, 20%, -2%, -2%, -10, -12%, 45%[activator], 1%
> CSc1ccc(CN(C)CC(=O)Nc2ccc(NC(C)=O)cc2)cc1
    -8%, 14%, 29%[57.1 µM], 3%, -13%[57.1 µM], -6, -10%, 0%, 0%
> COc1cc(NC(=O)COC(=O)CSc2cc(C)ccc2C)c(C)cc1[N+](=O)[O-]
    -13%, -2%, 9%, -2%, -10%, 0, 1%[11.4 µM], -13%, 3%
> Cc1c(C)n(C)c2ccc(C(=O)NCCCN3CCOCC3)cc12
    -8%, -4%, 7%, -7%, 5%, -3, 33%[11.4 µM], -14%, 1%
> COc1ccccc1CCNC(=O)COc1cccc2c1OC(C)(C)C2
    -19%, 2%, 6%[57.1 µM], -1%, 0%[57.1 µM], -3, -4%, 0%, -5%
> C[C@H](NC(=O)c1nc[nH]c1C(=O)N1CCN(c2ccccc2)CC1)C(=O)OCc1ccccc1
    -13%, 0%, 3%, -3%, -7%, -2, 20%, 7%, -1%
> COc1ccc(C(=O)Nc2ccc(S(=O)(=O)N3CCCC3)cc2)cc1[N+](=O)[O-]
    -27%, 7%, 23%, -3%, 3%, -1, 9%, 7%, 3%
> CCO[C@H]1OC(C(=O)NCc2ccccc2)=C[C@@H](c2ccc(C(F)(F)F)cc2)[C@@H]1CCCO
    -8%, 2%, 9%[57.1 µM], -1%, 0%[57.1 µM], 0, -3%, 3%, 3%
> Cc1ccc(CSCCNC(=O)CN(c2cccc(C)c2C)S(=O)(=O)c2ccccc2)cc1
    -20%, 7%, 10%, 0%, 2%, -3, 23%, -4%, 6%
> Cc1ccccc1-c1nc(CS(=O)CC(=O)NCc2ccccn2)c(C)o1 (stereo not drawn)
    ?, 1%, -25%, -2%, 8%, 0, -5%, -5%, 3%
> O=C(Nc1nnc(Cc2ccccc2)s1)C1CCN(C(=O)c2ccco2)CC1
    -15%, 3%, 3%, -5%, 2%, -2, -23%, 1%, 0%
> CCc1noc(C)c1C(=O)Nc1nc(-c2ccc(OC)cc2)cs1
    -9%, -4%, 3%[57.1 µM], 4%, -1%[57.1 µM], 0, 9%, -8%, -1%
> COc1ccc(Cn2ccc3nc(C)c(C(=O)N4CCN(c5cccc(OC)c5)CC4)cc3c2=O)cc1
    -23%, 1%, 11%[57.1 µM], -2%, 7%[57.1 µM], -2, 8%, 0%, -5%
> Cc1c(C(=O)/C=C/N(C)C)nnn1-c1ccc(F)c(Cl)c1
    -18%, -17%, -11%, 4%, -17%, -6, -6%, -9%, -10%
> COc1ccc(N2C(=O)c3ccc(C(=O)Nc4ccccc4O)cc3C2=O)cc1
    -12%, -2%, 47%[activator], -3%, 2%, -10, -3%, -6%, 0%
> Cc1c(NC(=O)CCC(=O)N2CCOCC2)c(=O)n(-c2ccccc2)n1C
    -13%, -11%, 4%, 0%, 3%, -9, -14%, 2%, 1%
> CCCn1cc(CN2CCC(n3nccc3NC(=O)c3ccc4c(c3)OCO4)CC2)c(C)n1
    -15%, 0%, 17%[57.1 µM], -5%, 8%[57.1 µM], -1, 10%[56.9 µM], -4%, -1%
> CCc1nc2ccccc2n(CC)c1=O
    -4%, 2%, 12%[0.457 µM], -2%, 15%[57.1 µM], -3, -6%, 3%, 3%
> O=S(=O)(Cc1ncc(C(F)(F)F)cc1Cl)c1ccccc1
    -23%, -5%, 27%, 8%, 11%, -3, 15%, 6%, ?
> CCCCN1C(=O)C(CC(=O)NC2CCCC2)CC(C(=O)N2CCOCC2)=C1C (stereo not drawn)
    -18%, -2%, nt, -3%, nt, 2, nt, 15%, 2%
> O=C(NC(=S)Nc1ccc(Cl)cn1)C(c1ccccc1)c1ccccc1
    -26%, -11%, 1%[57.1 µM], -1%, -9%[57.1 µM], -3, -8%, 3%, 0%
> Cc1ccc(S(=O)(=O)c2cn(C)c3cc(N4CCOCC4)c(F)cc3c2=O)c(C)c1
    8%, -6%, -21%, -3%, 4%, -1, -39%, -10%, 3%
> Cc1cc(NC(=O)CSc2nc(C(C)C)nc3sc(C)c(C)c23)no1
    -8%, -18%, 2%[57.1 µM], -2%, 1%[57.1 µM], -1, 13%, 11%, -6%
> Cc1cnc(=O)[nH]c1SCC(=O)c1ccc(F)cc1
    -10%, -27%, -35%, 8%, -7%, -5, ?, -7%, 0%
> COc1ccc(CCN2C(=O)N(c3ccc(OC)cc3)C(=O)C2CC(=O)Nc2ccc(OC)cc2)cc1 (stereo not drawn)
    -5%, 7%, 8%, -3%, -3%, -3, -2%, 1%, 0%
> COc1ccc(C(=O)NCC(c2ccc(N(C)C)cc2)N2CCc3ccccc32)cc1 (stereo not drawn)
    -17%, -1%, -20%[57.1 µM], -3%, -2%[57.1 µM], 4, -16%, 9%, 1%
> Cc1ccc(C(=O)Nc2ccc(N3CCN(S(C)(=O)=O)CC3)cc2)cc1C
    -17%, 0%, 24%[57.1 µM], -3%, 13%[57.1 µM], -10, 20%, -14%, 6%
> COc1ccc(NC(=O)CSc2nnc3n2CCCCC3)cc1
    1%, -4%, 33%[57.1 µM], -1%, 12%[57.1 µM], -10, 2%, 1%, -4%
> CC(=O)C(C)n1c(CN2CCN(C(=O)c3ccco3)CC2)nc2c1c(=O)n(C)c(=O)n2C (stereo not drawn)
    -12%, -5%, -2%, -5%, -3%, -8, 1%, 14%, 0%
> CC1CN(C(=S)NC(=O)C2CCCCC2)CC(C)O1 (stereo not drawn)
    -1%, -23%, -6%, -5%, -3%, -12, 13%, 3%, 0%
> COc1ccc(Nc2nc(-c3cccs3)nc3ccccc23)c(OC)c1
    -9%, -8%, 19%[57.1 µM], -2%, 6%[57.1 µM], 1, -23%, 0%, -2%
> Cc1ccc2nc(N/C(N)=N/S(=O)(=O)c3ccc([N+](=O)[O-])cc3)nc(C)c2c1
    -17%, -7%, 17%[57.1 µM], 1%, -16%[57.1 µM], -5, -33%, 5%, -8%
> COc1ccccc1N(CC(=O)NC1CCCCC1)C(=O)Cn1nnc(-c2ccc(C)o2)n1
    -20%, -1%, 26%[57.1 µM], -3%, 9%[57.1 µM], -3, -1%, -4%, -4%
